# Rv3671c inh: Rv3671c serine protease inhibitors, primary screen, biochemical, fluorescence polarization, M. tuberculosis H37Rv; P9WHR9; actives 0.048% (n = 320,000); inhibition, % at 5.96 µM; in the data active = inhibition above about 38%;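 also: extracellular domain of Rv3671c used as enzyme; 0% = enzyme with DMSO and 100% = no enzyme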
# Target sequence (P9WHR9 whole entry, looked up, the tested form may be a part): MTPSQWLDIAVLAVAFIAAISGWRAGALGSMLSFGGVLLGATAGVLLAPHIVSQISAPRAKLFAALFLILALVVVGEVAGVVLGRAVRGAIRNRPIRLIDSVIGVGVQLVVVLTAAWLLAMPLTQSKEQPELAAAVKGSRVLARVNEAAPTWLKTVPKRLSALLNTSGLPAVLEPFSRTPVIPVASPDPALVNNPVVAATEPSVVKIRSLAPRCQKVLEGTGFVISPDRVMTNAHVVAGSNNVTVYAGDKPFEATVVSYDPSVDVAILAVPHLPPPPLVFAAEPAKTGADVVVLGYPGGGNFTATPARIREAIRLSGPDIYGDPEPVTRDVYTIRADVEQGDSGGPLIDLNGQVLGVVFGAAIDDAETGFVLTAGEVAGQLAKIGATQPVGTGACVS
# GDH-TPI counter: GDH-TPI coupling enzyme inhibitors, primary screen, artefact control for M. tuberculosis FBA inhibitor project, biochemical, absorbance, full deck. GDH-TPI coupled enzyme counterscreen, NADH absorbance. inhibition, % at 4.8 µM. actives 1.2% (n = 360,000);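 also: 0% = DMSO wells and 100% = wells lacking the enzyme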
# BioA inh: M. tuberculosis BioA enzyme inhibitors, primary screen, biochemical, plate reader, single point, HTS | 7,8-diaminopelargonic acid synthase BioA (Mycobacterium tuberculosis) | purified M. tuberculosis BioA enzyme | inhibition, % at 9.99 µM | actives 0.096% (n = 360,000); in the data active = inhibition above about 40%; inconclusive = no clear call, values can overlap the other calls
# MazEF act: activators of E. coli MazEF toxin-antitoxin RNase, primary screen, biochemical, fluorescence, uHTS | Endoribonuclease toxin MazF (Escherichia coli (strain K12)), P0AE70 | activation, % at 20 µM | actives 0.32% (n = 350,000) | FAM/BHQ RNA-DNA oligo cleavage fluorescence, 5 h | AID 504720, 2011; in the data active = activation above about 50%
# Target sequence (P0AE70 whole entry, looked up): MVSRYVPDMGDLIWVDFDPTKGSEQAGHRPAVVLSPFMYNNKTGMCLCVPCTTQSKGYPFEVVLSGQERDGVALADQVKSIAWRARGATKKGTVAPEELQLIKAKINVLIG
# Mtb UGM inh: M. tuberculosis UGM enzyme inhibitors, primary screen, biochemical, fluorescence polarization, single point | UDP-galactopyranose mutase (Mycobacterium tuberculosis (strain ATCC 25618 / H37Rv)), … | purified UGM, fluorescence polarization probe displacement | inhibition, % at 10 µM | actives 0.06% (n = 320,000) | AID 504406, 2011; in the data active = inhibition above about 10%, passing the limit was not always enough; inconclusive = no clear call, values can overlap the other calls
# FBA Mtb inh: Mtb FBA enzyme inhibitors, primary screen, biochemical, fluorescence, strain H37Rv; Fructose-bisphosphate aldolase (Mycobacterium tuberculosis (strain ATCC 25618 / H37Rv)), …; actives 2.3% (n = 360,000); inhibition, % at 1 µM; purified M. tuberculosis FBA, fluorescence read-out; in the data active = inhibition above about 27%;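 also: 0% = vehicle and 100% = reference inhibitor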
# Target sequence (P9WQA3 whole entry, looked up): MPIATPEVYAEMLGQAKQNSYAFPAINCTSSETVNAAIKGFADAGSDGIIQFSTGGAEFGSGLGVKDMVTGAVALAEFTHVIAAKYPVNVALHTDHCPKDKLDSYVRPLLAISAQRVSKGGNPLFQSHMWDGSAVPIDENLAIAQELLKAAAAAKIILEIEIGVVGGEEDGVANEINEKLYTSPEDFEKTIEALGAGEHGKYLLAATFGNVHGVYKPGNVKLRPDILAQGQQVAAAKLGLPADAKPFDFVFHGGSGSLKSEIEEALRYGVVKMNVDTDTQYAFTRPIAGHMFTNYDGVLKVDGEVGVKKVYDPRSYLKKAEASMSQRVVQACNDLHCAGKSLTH
# DUSP3 inh: VHR1 phosphatase inhibitors, primary screen, biochemical, absorbance, uHTS; Dual specificity protein phosphatase 3 (Homo sapiens), P51452; recombinant VHR phosphatase, pNPP absorbance; inhibition, % at 13.3 µM; actives 0.52% (n = 290,000); in the data active = inhibition above about 50%; also: some compounds called inactive have numbers as strong as hits
# Target sequence (P51452 whole entry, looked up): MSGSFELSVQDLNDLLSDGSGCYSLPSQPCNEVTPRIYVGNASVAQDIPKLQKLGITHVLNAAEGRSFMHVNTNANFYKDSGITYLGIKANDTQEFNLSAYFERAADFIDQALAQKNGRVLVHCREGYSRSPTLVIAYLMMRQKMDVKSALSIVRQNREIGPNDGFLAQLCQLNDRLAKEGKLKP
# CCHFV vOTU inh: CCHFV vOTU protease inhibitors, primary screen, biochemical, Pep-AMC substrate, fluorescence; actives 0.55% (n = 370,000); AID 651958, 2012; Crimean-Congo hemorrhagic fever virus L polyprotein viral ovarian tumor (vOTU) protease …; inhibition, % at 11.5 µM; also: 0% = vehicle wells with enzyme and 100% = no enzyme wells
# BoNT-F LC inh: BoNT/F light chain protease inhibitors, primary screen, biochemical, flow cytometry, MLPCN library; Botulinum neurotoxin type F light chain protease (Clostridium botulinum); Multiplex microsphere protease cleavage assay; inhibition, % at 10 µM; actives 0.22% (n = 360,000); AID 588497, 2011; in the data active = inhibition above about 35%, passing the limit was not always enough; inconclusive = no clear call, values can overlap the other calls; also: plate controls were buffer without enzyme for full effect and enzyme alone for no effect
# FadD28 binding: inhibitors of FadD28 bisubstrate probe binding, primary screen, biochemical, fluorescence polarization, single point | Mycobacterium tuberculosis FadD28 fatty-acid-AMP ligase | inhibition, % at 12.5 µM | actives 0.22% (n = 360,000) | AID 588549, 2011; in the data active = inhibition above about 8.5%, passing the limit was not always enough; inconclusive = no clear call, values can overlap the other calls
# * marks the source's active call; other numbers are inactive results; ? = inconclusive; . = not tested or not shown. Rule as the data show it, unless noted: active = inhibition above about 30%; inactive = the rest.
SMILES,Rv3671c inh,GDH-TPI counter,BioA inh,MazEF act,Mtb UGM inh,FBA Mtb inh,DUSP3 inh,CCHFV vOTU inh,BoNT-F LC inh,FadD28 binding
Cc1ccc(F)cc1NC(=O)/C=C/c1ccc(S(=O)(=O)N2CCOCC2)cc1,2,7,0.1,9,-0.8,-1,.,4,-5,-5.0
Cc1cccc(NC(=S)N2CCC(C(N)=O)(N3CCCCC3)CC2)c1C,0,-3,.,7,4.4,6,14,15,-2,-0.9
COc1ccc(-c2ccc3[nH]c4c(c3c2)CCN2C[C@@H]([C@H](C)OC(=O)Nc3cc(Cl)cc(Cl)c3)[C@@H](N(C)C(=O)Nc3cc(Cl)cc(Cl)c3)C[C@@H]42)cc1,.,21,-6.5,-49,.,0,.,6,-2,-7.2
Cc1ccc(N(C)S(=O)(=O)c2cccc(C(=O)NCC(c3ccco3)N3CCCC3)c2)cc1 (configuration not stated),-2,2,-2.8,0,-1.5,2,.,-4,7,.
O=C(C1=NN(c2ccccc2)C2C(=O)N(c3ccc(Cl)cc3)C(=O)C12)c1ccccc1 (configuration not stated),-15,12,-4.1,-182,15*,-5,9,-2,4,0.4
O=C1CC(=O)Nc2cc(S(=O)(=O)Nc3cccc(C(F)(F)F)c3)ccc2N1,0,-3,-0.4,2,-2.8,-2,8,-4,-1,-4.7
Cc1ccc(NP(=O)(Nc2ccc(C)cc2)Oc2ccccc2)cc1,-5,-5,1.1,6,-0.6,-4,27,-4,-3,-4.1
Oc1ccc(-c2[nH]ncc2-c2nc3ccccc3s2)c(O)c1,-19,16,.,5,1.6,-2,17,0,-8,-6.8
Cc1ccc(C(C(=O)NC2CCCCC2)N(CC2CCCO2)C(=O)CCCC(=O)Nc2ccccn2)cc1 (configuration not stated),-5,0,0.2,-4,-2.7,3,7,9,0,0.3
COC(=O)c1scc(S(=O)(=O)C(C)(C)C)c1N,0,5,.,9,1.0,5,-13,-9,8,0.3
CNc1nc(-c2c(C)n(C)c3ccc(OC)cc23)cs1,-16,5,-2.1,8,1.4,1,17,-10,?,0.3
O=C1CCCC2C3CCCN4CCCC(CN12)C34 (configuration not stated),11,11,-0.8,-3,-2.9,6,6,1,-15,-1.3
O=C(Nc1ccccc1-c1ccccc1)NC1CCN(C(=O)N2CCOCC2)CC1,3,-8,-0.3,-11,-1.2,-1,44,-21,21,-3.7
COC(C[C@H]1O[C@H]1[C@H](O)[C@@H](C)OCc1ccccc1)OC,.,11,-1.2,-4,.,6,7,-3,4,0.5
Cc1cc(N(CC(=O)O)S(C)(=O)=O)ccc1Br,6,14,.,6,-0.2,-1,-8,1,-2,1.8
Cc1sc2ncnc(NCc3ccccc3)c2c1C,-2,0,.,10,-1.5,1,19,-1,-5,-1.5
CCOC(=O)c1ccccc1NS(=O)(=O)c1ccc(C)cc1,-4,-5,-1.6,-25,0.8,0,18,1,7,-4.9
CC(C)Cn1c(SC(C)C(=O)NCC2CCCO2)nc2ccc(Cl)cc2c1=O (configuration not stated),-8,5,-0.7,-5,-2.1,-2,.,-8,2,-1.0
Cc1ccc(NC(=O)C2c3ccccc3Oc3ccccc32)nc1,-19,-1,0.2,-1,1.2,0,25,6,0,-1.3
O=C(c1cccc(F)c1)N1CCN=C1SCc1cccnc1,3,-12,3.0,-4,-0.9,2,25,2,-4,-1.8
CC(C)(C)c1ccc(/C=N/NC(=S)NCc2ccccc2)cc1,-10,13,.,5,.,-1,-6,-5,-2,-1.0
CC(=O)N1CCN(S(=O)(=O)c2cccc(C(=O)NCCc3ccc(Cl)cc3)c2)CC1,0,-13,-0.5,-1,-2.9,-1,.,14,-2,-2.8
CCCCn1c(SCC(=O)Nc2cc(C)on2)nnc1-c1ccco1,2,9,7.4,2,-3.5,-3,34,10,-18,1.0
COc1ccccc1N1C(=O)c2ccc(C(=O)Nc3ccc(F)cc3)cc2C1=O,-5,6,-0.9,10,-0.1,-3,20,4,24,1.7
C/C(CC(=O)Nc1ccccn1)=N\NC(=O)c1cccc(C)c1,10,3,.,-10,0.1,12,12,-6,-6,0.5
# (continued)
SMILES,Rv3671c inh,GDH-TPI counter,BioA inh,MazEF act,Mtb UGM inh,FBA Mtb inh,DUSP3 inh,CCHFV vOTU inh,BoNT-F LC inh,FadD28 binding
CC1=NN(C(=O)COc2ccc(C)c(C)c2)C(O)(c2ccccc2)C1 (configuration not stated),3,4,.,7,2.4,1,-4,4,-7,-2.9
CCCCC(=O)N(Cc1ccc2c(c1)OCO2)Cc1nc2ccccc2c(=O)[nH]1,-7,-5,.,3,-0.1,2,18,-8,-7,-3.4
Cc1c(C(=O)NCc2cccc([N+](=O)[O-])c2)sc(=O)n1Cc1ccc(F)cc1,.,3,5.3,.,.,1,.,4,-10,-5.5
Cc1ccc(S(=O)(=O)N2CCCC2C(=O)OCc2ccco2)cc1 (configuration not stated),-1,-3,-2.5,4,-0.1,0,-4,.,2,-4.0
O=C(NCCOc1ccccc1)N1[C@H]2CC[C@@H]1C=C(c1ccc(F)cc1OCc1ccccc1)C2,.,5,-4.1,-2,.,-1,.,5,1,-0.6
COC(=O)[C@H](Cc1ccccc1)NC(=O)Nc1ccc(C)cc1,-14,4,-0.9,-6,0.4,0,19,-7,-2,-0.6
Cc1c(O)nc2ccccn2c1=O,2,10,-0.7,1,-1.9,2,1,-9,-4,-2.7
CCCc1[nH]nc2c1C(c1ccc(OC(=O)N3CCOCC3)cc1)C(C#N)=C(N)O2 (configuration not stated),4,-6,1.8,0,1.0,1,38,-12,-9,1.6
CC(C)(CNS(=O)(=O)c1ccc(Br)s1)N1CCOCC1,-6,4,-2.4,-7,2.5,5,.,-6,-7,.
O=C(N/C=C/c1ccco1)OCc1ccccc1,-1,-4,-1.8,-25,1.1,3,2,21,3,-1.7
Cc1cccc(C)c1NC(=O)CN(C)C(=O)C1CCCCC1,-7,2,-0.1,-2,1.1,-3,.,-27,0,.
COc1ccc(Cl)cc1NC(=S)NNC(=O)CC(C)C,3,-7,.,-6,4.7,-3,13,8,1,-3.5
COCC(C)NC(=O)c1cccc(Cl)c1 (configuration not stated),2,0,-0.9,-3,-3.0,1,-3,-1,-6,-1.8
CCNC(=S)NNC(=O)Cc1ccccc1,-17,0,-0.8,-1,2.5,-4,4,-2,-1,-2.2
COc1ccc(N2CC(C(=O)Nc3nc4ccc(OC)cc4s3)CC2=O)cc1 (configuration not stated),-11,0,-2.0,7,-0.6,0,-29,12,-4,-2.0
COCCCNC(=S)N1CCN(c2ccc([N+](=O)[O-])cc2)CC1,-8,10,-0.6,2,-3.7,-11,36,7,-3,-2.0
OCc1c[nH]c2ccccc12,11,5,-0.2,8,1.1,1,.,4,-17,-3.8
CSc1nsc(/C=C/Nc2ccc(C)cc2)c1C#N,-7,-7,-1.1,12,-2.0,6,-25,5,7,-3.2
O=c1ccc2cc(O)c(O)cc2o1,5,9,0.0,4,5.5,115*,1,-163,-8,-3.8
Cc1ccc(NC(=O)CN(C)C(=O)c2ccc(Cl)nc2)cc1,-5,9,.,3,-2.0,0,25,6,2,-2.8
CNC(=S)N/N=C/c1c(C)c(C(=O)c2ccc(F)cc2)n2ccccc12,-5,28,.,2,0.1,-1,1,12,12,-1.7
CC1=C(C(=O)OC(C)C)C(c2cccs2)NC(=S)N1 (configuration not stated),-9,2,-0.4,3,-2.8,-4,1,-1,0,-3.7
CCOC(=O)C1=C(c2ccccc2)OC(N)=C(C#N)C1c1cccs1 (configuration not stated),4,10,2.5,7,-4.5,-1,-8,-3,-1,-2.9
O=C(O)c1cc(Nc2nc(N3CCOCC3)nc(N3CCOCC3)n2)ccc1Cl,-5,-7,-3.4,-3,-2.3,2,8,-1,-8,-3.0
CN(C)c1cccc(NC(=O)NC2(C)CCS(=O)(=O)C2)c1 (configuration not stated),.,4,-0.3,5,.,1,21,9,-5,-1.1
# Next part
SMILES,Rv3671c inh,GDH-TPI counter,BioA inh,MazEF act,Mtb UGM inh,FBA Mtb inh,DUSP3 inh,CCHFV vOTU inh,BoNT-F LC inh,FadD28 binding
COc1ccc2nc(NC(=O)CSCc3c(C)noc3C)sc2c1,-9,3,.,-1,1.1,1,.,7,6,-2.5
COc1ccc(Cn2c(=S)[nH]c3cc(C(=O)NCc4cccnc4)ccc3c2=O)cc1,-36,1,.,-25,1.0,-2,16,14,-5,-3.3
COCCCNc1nc2c(-c3ccc(C)cc3)nnn2c2ccccc12,-2,10,-1.3,-6,1.2,0,13,18,-4,-1.1
O=C(O)c1ccccc1/C=N/NC(=O)C1CCCC1,.,12,-1.3,5,-4.6,6,-11,1,-5,-1.5
C[C@H](NC(=O)N1C[C@H]2C[C@@H](C1)c1cccc(=O)n1C2)C(=O)Nc1cccc(F)c1,-2,5,0.1,-9,-0.7,6,21,-5,-3,-0.4
CCCCCCCCC(=O)c1c(OC)oc(C=O)cc1=O,.,0,4.7,-18,.,-1,.,7,12,0.4
COCc1nnc(NS(=O)(=O)c2ccc(OC)cc2)s1,.,-4,-0.8,8,.,1,.,7,?,-0.4
COC(=O)c1ccc2c(c1O)C(=O)c1ccccc1C2=O,-3,6,.,5,-0.3,-4,9,7,13,-4.5
CCN(C[C@H]1N[C@@](C)(C(=O)OC)[C@H]2C(=O)N(Cc3ccccc3)C(=O)[C@@H]12)C(=O)Nc1ccc(C)cc1,4,7,-2.2,2,0.4,1,.,15,-5,-1.8
COC(=O)CSc1nc(C)c(Oc2ccccc2)c(=O)[nH]1,1,-3,-0.3,1,-1.2,1,37,2,21,0.2
COCCNC(=S)N1CCC(NC(=O)c2ccco2)CC1,1,5,.,4,0.5,0,24,5,0,-3.6
O=C(Cc1csc(-c2ccccc2)n1)NCC(=O)Nc1ccc(F)c(F)c1F,7,-4,-1.1,-5,-0.3,-2,.,8,4,-2.8
COc1cc(S(=O)(=O)Nc2ccccc2C)ccc1NC(=O)c1ccncc1,-3,10,.,6,-1.4,-2,10,-2,-5,-3.1
CN(c1ccccc1)S(=O)(=O)c1cccc(C(=O)Nc2cccc(C(=O)NC3CC3)c2)c1,.,5,-0.2,1,.,-4,.,18,.,-5.1
CS(=O)(=O)Nc1nnc(C2CCCC2)s1,-7,5,.,4,5.2,1,11,-9,-6,-4.4
CC1(C(=O)Nc2cccc(NS(C)(=O)=O)c2)Cc2c(-c3cccc(C(N)=O)c3)ccnc2O1 (configuration not stated),.,14,0.6,.,.,-2,.,-5,-4,-5.4
O=C(CSc1nc2ccccc2c(=O)[nH]1)N1CCN(c2ccccc2F)CC1,-1,2,-0.5,12,3.4,0,12,-13,-6,-1.5
COCCN(C(=O)COC(=O)c1c(C)nn(-c2ccccc2)c1C)c1c(N)n(Cc2ccccc2)c(=O)[nH]c1=O,.,3,1.0,10,.,-1,.,0,-2,-1.8

# Two entries from above, bar-delimited.
SMILES | Rv3671c inh | GDH-TPI counter | BioA inh | MazEF act | Mtb UGM inh | FBA Mtb inh | DUSP3 inh | CCHFV vOTU inh | BoNT-F LC inh | FadD28 binding
CCN(C[C@H]1N[C@@](C)(C(=O)OC)[C@H]2C(=O)N(Cc3ccccc3)C(=O)[C@@H]12)C(=O)Nc1ccc(C)cc1 | 4 | 7 | -2.2 | 2 | 0.4 | 1 | . | 15 | -5 | -1.8
CC1(C(=O)Nc2cccc(NS(C)(=O)=O)c2)Cc2c(-c3cccc(C(N)=O)c3)ccnc2O1 (configuration not stated) | . | 14 | 0.6 | . | . | -2 | . | -5 | -4 | -5.4

# Compound activity from PubChem BioAssay.
